High-throughput results as filed in PubChem.
Rpn11 block = Rpn11 (human) deubiquitinase inhibition; human 26S proteasome, Ub4-pepOG fluorescence polarization; 20S core pre-blocked with epoxomicin; actives 0.59% (n = 360,000); O00487; calls only at 20 µM;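 active = inhibition at 20 µM, scaled to each plate's controls, above about 33%, limit read from the data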
DNMT1 inh = blocks human DNA methyltransferase DNMT1 | actives 0.83% (n = 360,000) | AID 588458 | DNMT1 molecular beacon, Hinp1I cleavage, fluorescence | P26358 | inhibition (reported as % activation of signal), % at 10 µM; in the data active = inhibition above about 50%
Target sequence (P26358 504-1616 limits assumed): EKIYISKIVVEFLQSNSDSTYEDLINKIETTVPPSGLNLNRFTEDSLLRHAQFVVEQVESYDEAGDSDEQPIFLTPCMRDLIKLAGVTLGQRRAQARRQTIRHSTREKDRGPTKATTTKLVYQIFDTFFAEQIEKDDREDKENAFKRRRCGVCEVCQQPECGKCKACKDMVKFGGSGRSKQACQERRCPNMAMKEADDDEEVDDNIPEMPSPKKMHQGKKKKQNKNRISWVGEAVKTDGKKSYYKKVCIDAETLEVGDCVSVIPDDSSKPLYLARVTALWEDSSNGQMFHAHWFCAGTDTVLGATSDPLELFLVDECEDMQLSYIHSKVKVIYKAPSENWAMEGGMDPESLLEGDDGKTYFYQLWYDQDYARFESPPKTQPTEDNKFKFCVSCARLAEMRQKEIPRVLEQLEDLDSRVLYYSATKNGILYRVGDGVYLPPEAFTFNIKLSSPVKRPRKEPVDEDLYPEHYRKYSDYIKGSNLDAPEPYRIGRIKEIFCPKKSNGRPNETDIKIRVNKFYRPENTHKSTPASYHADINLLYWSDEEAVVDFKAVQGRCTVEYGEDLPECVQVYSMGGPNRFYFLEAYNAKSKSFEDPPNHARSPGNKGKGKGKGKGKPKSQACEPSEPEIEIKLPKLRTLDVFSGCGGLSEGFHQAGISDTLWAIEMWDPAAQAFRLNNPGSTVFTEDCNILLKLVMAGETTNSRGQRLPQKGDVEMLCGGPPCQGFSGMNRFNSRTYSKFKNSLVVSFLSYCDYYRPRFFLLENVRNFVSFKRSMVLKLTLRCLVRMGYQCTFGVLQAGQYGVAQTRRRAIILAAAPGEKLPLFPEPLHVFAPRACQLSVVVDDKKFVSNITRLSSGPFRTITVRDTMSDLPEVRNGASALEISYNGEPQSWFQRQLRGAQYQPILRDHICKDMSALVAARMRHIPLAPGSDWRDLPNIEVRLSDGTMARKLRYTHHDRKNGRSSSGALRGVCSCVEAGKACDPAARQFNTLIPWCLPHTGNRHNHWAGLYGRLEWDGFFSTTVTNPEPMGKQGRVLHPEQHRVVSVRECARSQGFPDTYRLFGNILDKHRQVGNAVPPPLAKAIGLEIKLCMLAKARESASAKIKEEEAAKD
MLLE-PAM2 inh = inhibitors of microRNA-mediated deadenylation, human PABP1 MLLE binding; P11940; GST-MLLE / FITC-PAM2 fluorescence polarization; inhibition, % at 20 µM; actives 0.36% (n = 360,000); AID 588489; in the data active = inhibition above about 35%, passing the limit was not always enough;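 also: plate controls were DMSO wells with GST-MLLE for no effect and wells lacking GST-MLLE protein for full effect; some results filed as inactive read as strong as hits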
TbMetRS inhib = blocks T. brucei methionyl-tRNA synthetase activity. purified T. brucei MetRS, ATP depletion, Kinase-Glo luminescence. inhibition, % at 11.9 µM. AID 624268. actives 0.4% (n = 360,000);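 active = inhibition above a per-plate cutoff of the control wells' mean inhibition plus 3 SD, cut at about 5.5% in these data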;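 also: 0% = DMSO wells median and 100% = median of wells with control inhibitor compound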
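Test system – parasite MetRS enzyme · Reagent – substrates ATP, L-methionine and bulk Escherichia coli tRNA · Doses – 11.9 µM compound single dose, 0.9% DMSO · Times – 15 min enzyme-compound preincubation, 2 h reaction, 10 min detection, 25 °C · Signal – Kinase-Glo luminescence, ATP depletion format · Controls – DMSO-only wells as low control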
CSN inh = inhibitors of human CSN-mediated cullin deneddylation. Purified CSN, SCF-Nedd8-OG deneddylation, fluorescence polarization. inhibition, % at 12.5 µM. actives 0.38% (n = 360,000). AID 651999;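 active = pattern-corrected inhibition above about 35%, with an unprinted fluorescence ratio check between 0.5 and 1.5, limit read from the data, passing the limit was not always enough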;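 also: 0% = enzyme with substrate and 100% = substrate without enzyme; some results filed as inactive read as strong as hits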
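test system = HEK293T-derived human Csn5 enzyme | amount = 0.24 nM Csn5 enzyme, final concentration | medium = Tris/NaCl/DTT buffer, pH 7.5 | schedule = 90 min reaction at room temperature | signal = FP | evaluation = inhibition of Csn5 cleavage, % | compound dosing = single dose of 12.5 µM compound with 0.25% DMSO | probe or stimulus = 10 nM SCFSkp2-Nedd8OG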
NadD inh = NadD (S. aureus) enzyme inhibition; purified NadD enzyme, colorimetric absorbance read-out; inhibition, % at 20 µM; actives 0.78% (n = 360,000); AID 602399; in the data active = inhibition above about 26%; also: some compounds past the cut are filed as inactive
SUMO1-SIM PPI = alters human SUMO1 binding to SIM partners. P63165. SUMO1 binding to a labelled peptide, TR-FRET, 1 h. inhibition, % at 20 µM. actives 0.33% (n = 360,000). AID 602429; in the data active = inhibition above about 37%
Scp1 inh = Scp-1 (human) phosphatase inhibition; AID 493091; actives 0.88% (n = 340,000); Q9GZU7; inhibition, % at 20 µM; Recombinant Scp1, phosphopeptide, malachite green phosphate absorbance;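 active = inhibition above about 50% at 20 µM, limit read from the data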;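 also: plate controls were DMSO wells with enzyme for no effect and wells lacking enzyme for full effect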
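System: SCP-1 catalytic domain; Reagent: Phospho 17-mer peptide substrate; Doses: one concentration, 20 µM, with 1.0% DMSO; Incubation: 45 min room-temperature reaction, 5 min colour, 30 min stabiliser; Signal: Phosphate-binding colour reagent, absorbance read at 630 nm.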
STEP inh = inhibitors of human striatal-enriched phosphatase STEP. AID 588621. actives 0.25% (n = 360,000). inhibition, % at 20 µM. recombinant STEP, OMFP fluorogenic substrate, fluorescence. P54829;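 active = inhibition at 20 µM, scaled per plate between control wells, above about 37%, limit read from the data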;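 also: 0% = DMSO with enzyme and substrate and 100% = substrate only without enzyme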
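System: STEP (striatal-enriched tyrosine phosphatase) enzyme, cell-free; medium: Bis-Tris pH 6.0 buffer with DTT, detergent; dosing: 20 µM, 1% DMSO; times: reaction 20 min, ambient temperature; detection: fluorescence, 480/540 nm; read-out basis: normalized % inhibition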
LMPTP block = blocks human LMPTP phosphatase; inhibition, % at 20 µM; recombinant LMPTP-A, OMFP fluorogenic substrate, fluorescence intensity; P24666; AID 651560; actives 0.22% (n = 360,000);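 active = compounds that cut the enzyme signal by at least half of the control window in the single-dose screen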;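 also: plate controls were DMSO wells with enzyme plus substrate for no effect and substrate without enzyme for full effect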
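Test system: LMPTP-A phosphatase enzyme. Amount: LMPTP-A at 0.625 nM final in the reaction. Reagent: OMFP substrate, 400 µM final. Times: 50 min at room temperature. Signal: endpoint fluorescence intensity from OMFP dephosphorylation. Read-out basis: % inhibition. Benchmarks: no-enzyme and uninhibited controls.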
* marks the source's active call; other numbers are inactive results; i = inactive; . = not tested or not shown. Not a hit list; about 3.6% have a hit in one of these screens.

no.	mol	Rpn11 block	DNMT1 inh	MLLE-PAM2 inh	TbMetRS inhib	CSN inh
1	COc1ccc(-c2cc(=O)oc3cc4occ(C)c4cc23)cc1	i	4	4	-0.6	1
2	O=C1OC(c2ccco2)=N/C1=C\c1ccc(-c2cccc(C(F)(F)F)c2)o1	i	14	-45	0.1	10
3	CSc1ncccc1C(=O)OCC(=O)c1cccc(Br)c1	i	-4	-8	-0.1	-2
4	Cc1cccn2cc(-c3cccc(S(=O)(=O)N4CC(C)OC(C)C4)c3)nc12 (stereo not drawn)	i	-1	-2	-1.4	-2
5	Cc1ccsc1C(=O)OCC(=O)NCc1cccs1	i	5	2	-0.1	-2
6	CCOC(=O)c1c(C)sc(Sc2ccc(Cl)cc2[N+](=O)[O-])c1OC	i	-1	0	-1.7	3
7	CCC1CCCCN1S(=O)(=O)c1ccc(NC(=O)C2CCN(C(=O)c3ccco3)CC2)cc1 (stereo not drawn)	i	-1	3	0.6	2
8	O=C(Nc1ccc(N2CCCC2)cc1)c1ccccc1F	i	72*	-13	0.0	8
9	COc1ccc(C(=O)NCC(=O)NCC(c2ccco2)N(C)C)cc1OC (stereo not drawn)	i	-5	3	-0.3	-10
10	COc1ccc(C=C2NC(=S)NC2=O)cc1	i	-3	-115	-0.3	4
11	C=CCc1ccc(OCCCCNC2CCCC2)c(OC)c1	i	1	-1	0.6	2
12	O=C(CSc1nnnn1-c1ccc(O)cc1)c1ccc(F)cc1	i	2	-33	0.0	0

no.	NadD inh	SUMO1-SIM PPI	Scp1 inh	STEP inh	LMPTP block
1	-5	-1	-2	3	14
2	10	7	0	0	0.6
3	-4	5	-1	1	2.6
4	-2	7	-2	0	2.4
5	3	2	.	0	-0.3
6	11	-13	-10	6	2.9
7	-3	1	-5	0	-0.4
8	29	-1	-4	2	43
9	0	-1	-5	1	-1.7
10	0	-39	-10	0	-5.1
11	-2	-1	-7	0	0.5
12	-7	-2	-14	-1	-0.6

(further entries)
no.	mol	Rpn11 block	DNMT1 inh	MLLE-PAM2 inh	TbMetRS inhib	CSN inh
13	COc1ccccc1-n1c(SCC(=O)Nc2ccc(C)cc2)nc(O)cc1=O	i	3	8	0.1	-3
14	O=C(Cc1cccc(NC(=O)C2CCCN(C(=O)C3CCC3)C2)c1)Nc1cccc(C(=O)N2CCCC2)c1 (stereo not drawn)	i	1	-5	-0.2	-6
15	O=C(CN1C(=O)c2ccccc2C1=O)NC1(C(=O)O)CCCC1	i	1	0	0.2	0
16	CSc1nnc(-c2cc3c(s2)-c2ccccc2CC3)o1	i	-3	3	-0.7	5
17	C=CCn1c(SCC(=O)NC2CCS(=O)(=O)C2)nc2scc(C3CC3)c2c1=O (stereo not drawn)	i	-4	-25	0.1	0
18	O=C(Nc1c2c(nn1-c1ccccc1)CS(=O)(=O)C2)c1ccccc1C(F)(F)F	i	1	-9	-0.2	6
19	COc1ccc2c(c1)C(SCC(=O)NCCc1ccc(Cl)cc1)CC(C)(C)O2 (stereo not drawn)	i	5	0	1.7	17
20	FC(F)(F)c1ccc(Cl)c(-n2c(Cc3cccs3)n[nH]c2=S)c1	i	5	-1	-0.6	2
21	CN(Cc1ccccc1Cl)C(=O)C1CCC(=O)N(C2CCCCCC2)C1 (stereo not drawn)	i	3	0	-0.1	-2
22	Cc1[nH]c(=O)c(C#N)c(C)c1[N+](=O)[O-]	i	1	0	-0.2	1
23	COc1ccc(CNC(=O)Cn2cccc2C(=O)c2ccccc2)cc1	i	-1	-5	-0.1	-4
24	CCCCN(C(=O)c1ccc(-c2ccc(Cl)cc2)o1)c1c(N)n(CCC)c(=O)[nH]c1=O	i	4	0	-0.3	3

no.	NadD inh	SUMO1-SIM PPI	Scp1 inh	STEP inh	LMPTP block
13	6	1	-4	-1	1.0
14	-1	5	-9	0	0.2
15	3	-11	0	-1	-1.0
16	-8	-4	-11	-2	4.7
17	1	-2	-6	0	-0.4
18	-3	2	-1	-4	0.3
19	-4	6	-1	0	0.6
20	2	3	-7	0	-0.3
21	14	-2	0	0	-1.1
22	-7	-3	-11	1	0.2
23	3	2	-8	-1	-0.1
24	8	-18	-2	2	-2.5

The list goes on, overlapping the part above by six compounds.
no.	mol	Rpn11 block	DNMT1 inh	MLLE-PAM2 inh	TbMetRS inhib	CSN inh
19	COc1ccc2c(c1)C(SCC(=O)NCCc1ccc(Cl)cc1)CC(C)(C)O2 (stereo not drawn)	i	5	0	1.7	17
20	FC(F)(F)c1ccc(Cl)c(-n2c(Cc3cccs3)n[nH]c2=S)c1	i	5	-1	-0.6	2
21	CN(Cc1ccccc1Cl)C(=O)C1CCC(=O)N(C2CCCCCC2)C1 (stereo not drawn)	i	3	0	-0.1	-2
22	Cc1[nH]c(=O)c(C#N)c(C)c1[N+](=O)[O-]	i	1	0	-0.2	1
23	COc1ccc(CNC(=O)Cn2cccc2C(=O)c2ccccc2)cc1	i	-1	-5	-0.1	-4
24	CCCCN(C(=O)c1ccc(-c2ccc(Cl)cc2)o1)c1c(N)n(CCC)c(=O)[nH]c1=O	i	4	0	-0.3	3
25	CCc1nnc(NS(=O)(=O)c2ccc(NC(=O)OC)cc2)s1	i	-5	3	-0.8	0
26	O=C(CSc1nnc(CNC(=O)c2cccs2)o1)Nc1cccc(C(F)(F)F)c1	i	-1	-12	0.3	-4
27	O=C(/C=C/C=C/c1ccc2c(c1)OCO2)N1CCCCC1	i	-2	10	0.8	1
28	COC(=O)Cc1ccc(NC(C)=O)cc1	i	0	-3	-0.2	1
29	C(=N\Nc1ccccn1)/c1ccc2c(c1)OCCO2	i	0	2	-0.4	-13
30	COc1cccc(C2CC(c3cccs3)=NN2C(=S)Nc2ccccc2)c1OC (stereo not drawn)	i	-1	-108	0.7	4
31	CN(C(=O)Cc1c(C(=O)O)n(C)c2ccccc12)c1ccc(F)cc1	i	-1	-3	-0.4	3
32	CCN(CC)CCNC(=O)CCc1nnc2ccc(N3CCC(C)CC3)nn12	i	-2	3	-0.6	4
33	COc1ccc(/C=C2/SC(=O)N(CCNC(=O)C3COc4ccccc4O3)C2=O)cc1 (stereo not drawn)	i	-7	-48	-0.4	-12
34	O=C1CCCN1C(=O)COc1ccc([N+](=O)[O-])cc1	i	-2	6	-0.3	-2
35	CC1(c2ccccc2Cl)NC(=O)N(CC(=O)NC(=O)NCc2ccco2)C1=O (stereo not drawn)	i	-4	-9	0.5	1
36	O=S(=O)(Nc1cccc(-c2cn3c(n2)SCC3)c1)c1ccccc1	i	-2	14	-0.3	-2

no.	NadD inh	SUMO1-SIM PPI	Scp1 inh	STEP inh	LMPTP block
19	-4	6	-1	0	0.6
20	2	3	-7	0	-0.3
21	14	-2	0	0	-1.1
22	-7	-3	-11	1	0.2
23	3	2	-8	-1	-0.1
24	8	-18	-2	2	-2.5
25	-3	4	-2	30	-2.8
26	-9	1	-5	-2	0.1
27	3	-18	4	1	0.1
28	-2	7	1	-1	-0.5
29	-2	-11	-3	-1	2.6
30	7	-8	-16	0	3.1
31	-6	-4	-11	2	-2.2
32	-1	3	-14	2	-1.3
33	-7	-14	-14	3	1.5
34	0	-31	-5	1	-0.8
35	-2	2	0	0	0.0
36	7	7	-6	-1	0.9

Additional records:
no.	mol	Rpn11 block	DNMT1 inh	MLLE-PAM2 inh	TbMetRS inhib	CSN inh
37	O=C(Nc1cccc(S(=O)(=O)N2CCOCC2)c1)C12CC3CC(CC(C3)C1)C2	i	-4	-4	0.3	2
38	CCCc1cc(=O)n2nc(N3CCC(C(=O)NCc4ccc(C)o4)CC3)sc2n1	i	1	-14	0.1	2
39	O=C1C=C(NCc2ccco2)CCC1	i	-1	12	-0.6	2
40	CCn1nc(C(=O)OCc2cccc(S(=O)(=O)N(C)C)c2)c2ccccc2c1=O	i	1	-2	0.2	-1
41	COCCNC(=O)C(=O)NCCN1CCOCC1	i	2	3	-1.0	-5
42	N#CC(C#N)=Cc1ccc(NC(=O)c2ccc(Br)cc2)cc1	i	-2	-19	-0.2	2
43	COc1ccc(/C=C/C(=O)NC(=S)NNC(=O)c2ccco2)cc1OC	i	-2	-38	-0.1	1
44	Cc1ccccc1CSCCNC(=O)CSCc1ccc([N+](=O)[O-])cc1	i	-3	16	0.6	-1
45	C(=N\c1nccs1)/c1c[nH]c2ccccc12	i	-14	-12	0.1	3

no.	NadD inh	SUMO1-SIM PPI	Scp1 inh	STEP inh	LMPTP block
37	-5	7	-2	0	-1.4
38	0	8	-5	-2	-1.2
39	-5	2	-7	1	-1.3
40	-5	-3	-20	6	-0.6
41	0	-1	-2	-1	-1.2
42	-1	-8	-6	-2	-1.0
43	2	-8	-5	1	-1.4
44	-3	-14	-21	1	0.6
45	18	18	-4	-1	2.0
